# Furin inh – blocks human furin protease activity; P09958; purified furin, fluorogenic substrate cleavage; inhibition, % at 30 µM; 220,000 tested, 0.061% active; AID 463115; in the data active = inhibition above about 25%; note: inactives centre near -15
# PPC-1+TRAIL kill – kills PPC-1 cancer cells in the presence of TRAIL; PPC-1 cells + TRAIL, ATPLite viability luminescence; cell killing (% activity), % at 4 µM; 220,000 tested, 0.41% active;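 active = cell killing above 50% in the first pass at 4 µM, then a duplicate retest at 5 µM averaging 50% or more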;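 note: plate controls were cells with TRAIL plus DMSO for no effect and medium-only wells lacking cells for full effect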
# EBV gp42 block – blocks Epstein-Barr virus glycoprotein 42 binding. 220,000 tested, 0.42% active. inhibition, % (tested at 21.74 µM). Fluorescence polarization binding assay, mP read-out. AID 1085; in the data active = inhibition above about 50%
# Target sequence (Q1HVG2 whole entry, looked up): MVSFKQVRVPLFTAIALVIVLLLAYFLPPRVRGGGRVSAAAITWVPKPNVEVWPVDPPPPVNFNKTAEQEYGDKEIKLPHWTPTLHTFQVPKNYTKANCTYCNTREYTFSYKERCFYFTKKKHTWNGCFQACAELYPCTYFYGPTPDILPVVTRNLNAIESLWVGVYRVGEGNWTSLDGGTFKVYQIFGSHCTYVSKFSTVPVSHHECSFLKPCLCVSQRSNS
# thrombin 1536 – blocks human thrombin protease activity; P00734; alpha-thrombin, Boc-VPR-AMC fluorogenic substrate cleavage; inhibition, % at 5 µM; 220,000 tested, 0.26% active;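 active = inhibition at or above 40%; inactive = inhibition below 40%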;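 note: 0% = enzyme with no compound and 100% = wells without enzyme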
#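 Material: human alpha-thrombin enzyme / Medium: pH 7.5 Tris (50 mM) with NaCl 150 mM, Tween 20 0.05% / Compound: single-point dosing at 5 µM, 0.2% DMSO / Incubation: enzyme reaction carried out at room temperature / Detection: AMC fluorescence, 355/460 nm / Read-out basis: percent inhibition scaled between no-compound controls and no-enzyme blanks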
# TRPML3 ag – agonists of human TRPML3 channel. Q8TDD5. HEK293 TRPML3-YFP, Fluo-8 calcium fluorescence; 100% = the carbachol control signal. activation, % at 3 µM. 220,000 tested, 0.29% active. AID 1448;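 active = activation above its plate's cutoff, the mean activation of the plate's test wells plus 3 SD, cut at about 12% in these data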;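 note: 0% = DMSO only wells and 100% = carbachol wells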
# Target sequence (Q8TDD5 whole entry, looked up): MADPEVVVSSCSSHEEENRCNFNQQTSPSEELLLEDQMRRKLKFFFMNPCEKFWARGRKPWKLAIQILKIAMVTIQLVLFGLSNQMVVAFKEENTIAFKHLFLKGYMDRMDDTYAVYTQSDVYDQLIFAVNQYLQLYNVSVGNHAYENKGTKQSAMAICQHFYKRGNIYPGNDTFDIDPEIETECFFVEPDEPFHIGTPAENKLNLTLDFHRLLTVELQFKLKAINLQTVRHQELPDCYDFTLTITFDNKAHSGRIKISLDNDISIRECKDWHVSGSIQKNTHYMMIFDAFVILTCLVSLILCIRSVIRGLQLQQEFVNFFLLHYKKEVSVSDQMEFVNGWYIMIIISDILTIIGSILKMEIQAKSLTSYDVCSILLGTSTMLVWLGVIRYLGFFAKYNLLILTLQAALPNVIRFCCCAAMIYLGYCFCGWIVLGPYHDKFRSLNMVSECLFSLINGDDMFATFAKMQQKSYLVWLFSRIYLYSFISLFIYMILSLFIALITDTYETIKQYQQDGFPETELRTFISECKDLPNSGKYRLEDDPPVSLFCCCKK
#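 Test system – HEK293 line with stable expression of human TRPML3-YFP channel · Control set – carbachol 87 µM final as high control (100%), DMSO as low control (0%) · Signal – Fluo-8 calcium dye fluorescence, ex 470-495, em 515-575 nm · Incubation – 1-h 37 °C dye load, 5-s basal, 120-s post-compound reads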
# m-calpain inh – blocks pig calpain II enzyme activity; purified calpain II, fluorogenic peptide substrate, 30 min; inhibition, % at 16 µM; 220,000 tested, 0.37% active; AID 1236;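 active = inhibition above about 50%, limit read from the data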
# Cl transport mod – KCC2 (human) Cl- transport modulation; AID 1456; 190,000 tested, 2.2% active; B-score of Tl+ flux slope (higher = more flux/activation; lower = inhibition) at 10 µM; Q9H2X9; KCC2 cells, thallium flux FluoZin-2 fluorescence;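 active = thallium flux slope and its plate-corrected score both differing from the plate sample mean at a set confidence after two filtering rounds, in either direction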;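 note: slope of fluorescence scaled to starting intensity during 10 to 20 s after thallium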
# zfTRPN1 agonist – activates the zebrafish TRPN1 channel. 220,000 tested, 0.18% active. HEK293 zebrafish TRPN1-YFP, Fluo-8 calcium fluorescence; 100% = response to 87 µM carbachol. activation, % at 3 µM;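 active = activation above its plate's cutoff, the mean activation of test wells on that plate plus 3 SD, cut at about 19% in these data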;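 note: 0% = DMSO alone and 100% = 87 µM carbachol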
#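 Material: zebrafish TRPN1-YFP in HEK293 cells; Doses: single test compound dose, 3 µM nominal, 0.3% DMSO; Timing: dye loading 1 h at 37 °C, then 30 min room temperature; Technique: intracellular calcium fluorescence with Fluo-8; Benchmarks: high carbachol 87 µM, low DMSO alone.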
# Tb hexokinase – T. brucei hexokinase 1 inhibition. recombinant TbHK1, G6PDH-coupled NADH A340. inhibition, % at 10 µM. 220,000 tested, 0.11% active;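 active = inhibition of 50% or more in the single-dose primary screen; inactive = inhibition below 50%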
# The depositor's hits bear a star; i = inactive; · = not tested or not shown; [ ] = another dose, or the depositor's remark.
SMILES,Furin inh,PPC-1+TRAIL kill,EBV gp42 block,thrombin 1536,TRPML3 ag,m-calpain inh,Cl transport mod,zfTRPN1 agonist,Tb hexokinase
CCCCn1c(SCC(=O)Nc2cc(C(F)(F)F)ccc2Cl)nnc1C(CC)N(C)C (stereo not drawn),-2,0,-3,-7,0.5,23,-0.16,-0.8,12
O=C(CCCn1c(=S)[nH]c2ccc(Br)cc2c1=O)N1CCN(c2ccccn2)CC1,-3,22,-23,4,-0.6,-59,-0.57,-0.1,5
CO/N=C(/CNC(=O)c1ccc(Cl)cc1Cl)c1ccc(Cl)cc1,-17[20 µM],23,-11,1,-0.4,23,1.3,-0.4,-1
COc1ccc(C(=O)Nc2ccc(S(=O)(=O)Nc3onc(C)c3C)cc2)cc1OC,-14,5,-5,3,0.8,30,-0.37,0.0,0
O=C(Nc1nnc(C2CC2)s1)c1cccc(S(=O)(=O)N2CC(c3ccccc3)CC2=O)c1 (stereo not drawn),-15,2,-3,-6,1.0,-80,-2.8,0.9,0
COc1cccc(NC(=O)c2cccc(C)c2[N+](=O)[O-])c1,0,12,0,-4,0.0,-20,0.0038,-2.9,-3
Cc1cc(Sc2nc(N(C)C)nc(N(C)C)n2)nc(Cl)n1,-4,13,-3,-3,-0.8,15,1,-1.2,5
CCOc1ccc(C(=O)NCC(=O)OCc2csc(-c3ccccc3)n2)cc1,-1,13,-1,-13,0.4,-1,-1.5,-1.2,0
COCCCNC(=O)CC(NS(=O)(=O)c1ccc(Cl)cc1)c1ccco1 (stereo not drawn),23[20 µM],-10,0,5,0.8,2,-0.035,-0.8,4
COC(=O)c1cc(C(=O)OC)n(Cc2ccc(F)cc2)n1,-3[20 µM],5,-8,-7,0.0,-21,-0.12,2.7,-4
CCC(CO)NCc1ccccc1OC(C)C (stereo not drawn),-22,-11,-11,-12,1.2,-36,-0.081,1.1,-2
O=C1N(Cc2ccccc2)CCCC12CCCN(Cc1ccccc1)C2=O,-12,12,-15,2,0.1,-8,·,1.3,-2
COc1ccc(CC(=O)Nc2cccc(S(=O)(=O)N3CCCCCC3)c2)cc1OC,-19,5,-12,1,5.0,10,1.4,12,38
CCCc1c(C(=O)N2CCN(c3ccccc3OC)CC2)cnn1-c1ccccc1,-13,12,1,-7,0.8,17,-1.7,1.3,-8
C=CCNc1nc(Cl)nc(Nc2ccc(OCC)cc2)n1,-17,-17,5,-6,-0.3,15,0.13,-0.3,-2
O=C(Cc1c(F)cccc1Cl)NCC1CCCO1 (stereo not drawn),-21[20 µM],12,-1,0,0.9,0,-0.58,0.1,8
Cc1cc(=O)oc2cc(OCCC[n+]3ccccc3)ccc12,-5,14,-23,2,1.0,10,0.45,0.6,-24
O=C(O)c1ccccc1NC(=O)C1CCCO1 (stereo not drawn),-19[20 µM],7[5 µM],-18,-4,-0.2,-20,0.58,-0.4,-4
Cc1nn(-c2ccccn2)c2c1C(c1ccccc1Cl)C1=C(N2)c2ccccc2C1=O (stereo not drawn),-20,6,14,-3,0.4,-75,-0.84,0.8,-21
CC(=O)c1c(C)[nH]c(-c2ccccc2)c1C,-5,20,-14,-9,0.0,2,-0.31,-1.2,-3
Cc1ccc(-c2nnc(SCC(=O)Nc3ccccc3N3CCOCC3)o2)cc1,-10[20 µM],-5,-31,-6,-1.1,12,·,-0.3,6
Cc1nc2sc(C(=O)OC(C)C)c(N)c2c(C)c1C,-30,5,-6,-28,0.9,-145,0.52,1.0,-9
CCc1ccc(-c2cc(C(F)(F)F)n3nc(C(=O)Nc4c(C)nn(Cc5ccc(F)cc5)c4C)cc3n2)s1,-2[20 µM],34,-7,-2,0.7,-194,0.24,0.2,-8
O=C(CSc1nnc(NC(=O)C2CC2)s1)Nc1ccc(F)cc1,-11,1,-2,-1,0.1,-21,0.2,0.2,4
O=C(COC(=O)c1cc(-c2ccncc2)nc2ccccc12)Nc1ccc2c(c1)OCO2,-1,-1,-15,4,-0.2,4,-0.69,-0.1,7

# Next entries.
SMILES,Furin inh,PPC-1+TRAIL kill,EBV gp42 block,thrombin 1536,TRPML3 ag,m-calpain inh,Cl transport mod,zfTRPN1 agonist,Tb hexokinase
COc1ccc(CC(=O)N(Cc2cc3cc(OC)ccc3[nH]c2=O)C(C)C)cc1,-14,6,-24,-4,-0.3,-183,·,0.6,-11
Cc1cc(C)c2oc(C(=O)N(Cc3ccccc3)c3ccccn3)cc(=O)c2c1,-13,-7,-5,-4,-0.9,1,-0.87,-1.8,-12
NC(=O)c1cc(-c2ccccc2)sc1NC(=O)CN1CCCCC1,-10,16,-5,-4,1.3,25,-0.6,2.6,-10
COc1ccc(NC(=O)/C=C/C(=O)O)c([N+](=O)[O-])c1,-15,13,-5,-2,0.8,-16,·,-0.5,-13
CCOC(=O)c1sc(-c2ccccc2)cc1NC(=O)CSc1nnnn1C,-11,-11,7,13,1.2,16,0.33,0.0,-7
CC(=O)Nc1cccc(Cn2cccn2)c1,5[20 µM],17,-8,-6,0.7,12,·,1.6,4
O=C(c1nc2n(n1)C(c1ccc(Cl)cc1)C=C(c1ccccc1)N2)N1CCOCC1 (stereo not drawn),2[20 µM],-4,77*,14,-0.9,i,-0.68,-2.1,-3
Cc1cc(C)c(S(=O)(=O)c2ccccc2C)c(N(C)C)n1,-7[20 µM],10,-8,2,-0.4,-18,·,-0.8,-8
O=C(O)CCCC(=O)NCCc1ccncc1,-8[20 µM],0,-11,2,-0.1,-36,·,1.1,3
O=C(N/N=C/c1c[nH]c2ccc(Br)cc12)c1ccncc1,2,31,5,-10,0.9,-6,-0.39,1.9,-15
Cc1occc1C(=O)N/N=C/c1sc(N2CCOCC2)nc1-c1ccccc1,-8,·,-1,4,0.7,-120,0.0018,1.9,-13
O=C(c1ccccc1)N1CCC(c2nc(-c3ccc(S(=O)(=O)NCC4CCCO4)cc3)no2)CC1 (stereo not drawn),7[20 µM],5,-10,2,1.9,-5,-2.8,6.6,-1
Cc1cc(C)n2nc(SC(C)C(=O)Nc3ccc(Cl)cn3)nc2n1 (stereo not drawn),-29,-2,-14,-24,0.5,-12,-0.021,1.5,-1
O=c1cc(O)c(-c2cccc(Cl)c2)c(Cl)[nH]1,-14[20 µM],6,-4,3,0.9,0,·,-0.4,-7
O=C(NCc1ccc2c(c1)OCO2)c1ccc(N2C(=O)C3CCCCC3C2=O)cc1 (stereo not drawn),-24[20 µM],32,-19,-8,1.5,6,0.13,1.2,17
COc1ccc(NS(=O)(=O)c2cccc(N/C(=N\S(=O)(=O)c3ccccc3)c3ccc(F)cc3)c2)cc1,-15,24,-12,-12,0.3,-31,-1.6,0.1,28
Cc1ccc(OCCn2c(=O)cnc3ccccc32)cc1,-1[20 µM],-6,-5,-7,-0.6,-19,-1.1,1.8,-12
O=C(Nc1ccccc1N1CCCC1)c1cccnc1,-18[20 µM],21,-6,-3,-0.2,-8,0.26,-0.2,-7
CSc1ccccc1NC(=O)COC(=O)c1ccccc1Cc1ccccc1,-20,16,-7,1,0.3,21,0.88,1.3,13
O=C(NC(=S)Nc1ccc(Cc2ccncc2)cc1)c1ccccc1Cl,-18,-2,-5,-3,0.6,-5,1.1,0.1,3
Cc1ccc(NC(=O)c2cc3c(s2)CCCC3)cc1,-4,-8,1,-10,-0.1,31,0.73,-1.0,8
Cc1cc(O)c(C(C[N+](=O)[O-])c2ccc(Cl)cc2Cl)c(=O)o1 (stereo not drawn),-17[20 µM],23,-21,-4,0.4,-26,·,1.8,-9
NC(=O)NC(=O)CC1S/C(=N/N=C2\CSC(=O)N2)NC1=O (stereo not drawn),-22,-4,-9,-3,1.0,-8,-0.083,2.2,-6
N#C/C(=C\c1ccc(C(=O)O)cc1)c1ccccn1,-14,6,-6,0,0.1,16,0.045,0.2,-21
O=C(CCn1c(=O)c2ccccc2n(CC(=O)NCCC2=CCCCC2)c1=O)NCc1ccco1,-6[20 µM],-6,-22,2,0.0,35,-1.2,-0.2,8

# Next part.
SMILES,Furin inh,PPC-1+TRAIL kill,EBV gp42 block,thrombin 1536,TRPML3 ag,m-calpain inh,Cl transport mod,zfTRPN1 agonist,Tb hexokinase
COc1cc(S(=O)(=O)N2CCN(Cc3ccc4c(c3)OCO4)CC2)c(C)cc1C,-23,10,-2,0,0.3,16,0.37,-0.1,3
COc1ccc(NC(=S)NC(NC(=O)c2ccccc2Cl)C(Cl)(Cl)Cl)c([N+](=O)[O-])c1 (stereo not drawn),-18[20 µM],6,-1,0,-0.2,-27,-1.3,-1.1,5
CC(C)OC(=O)c1cccc(NC(=O)CSc2nnc(N)s2)c1,-4,-19,-19,18,-0.4,26,-1,0.3,8
CCOC(=O)N1CCN(S(=O)(=O)c2ccc(C(=O)Nc3ccc(F)cc3F)cc2)CC1,-13,7,-19,-1,0.3,-3,-0.84,0.0,4
C/C(=N\NC(=O)c1cc(-c2ccccn2)nc2ccccc12)c1cccc([N+](=O)[O-])c1,-15,10,-14,-2,0.5,0,0.044,1.4,-5
Cc1ccccc1Cn1c(=N)n(CC(O)c2ccco2)c2ccccc21 (stereo not drawn),-25,-9,-4,-9,1.0,-22,·,0.2,7
O=C(/C=C/c1ncc(C(F)(F)F)cc1Cl)OCc1ccccc1,-22[20 µM],3,0,-18,-0.1,-39,·,1.7,0
O=C1C=CC(=O)N1c1ccc(N2CCCCC2)cc1,-12,8,-21,-1,-0.7,3,0.98,-2.2,-5
O=C(NC(=S)NNC(=O)c1cc2ccccc2cc1O)c1ccco1,-20,13,10,0,0.9,-20,48*,6.8,-24
O=[N+]([O-])c1ccc(NNC(=S)Nc2ccc(F)cc2)cc1,-13[20 µM],9,-15,5,-0.2,-13,-1.3,0.9,-16
Cc1ccc(Cl)c2c1=NC(=O)C=2c1[nH]c(=S)[nH]c1O,-5,-1,1,1,1.2,-15,0.46,0.8,-13
COc1ccccc1NCCC(=O)OCC(=O)Nc1ccc(Cl)cn1,-11,11,-13,-8,-0.1,-34,0.0017,0.2,-4
O=C(O)/C=C/C(=O)Nc1ccc(-n2ccc(C(F)(F)F)n2)cc1,-32,-3,-12,4,1.3,-13,0.078,-0.1,17
COC(=O)c1ccc(C2C(C(=O)c3cc4ccccc4o3)=C(O)C(=O)N2CCCN(C)C)cc1 (stereo not drawn),7,-13,-7,-1,0.6,4,·,-0.4,-7
Cc1cc(NC(=O)COC(=O)c2cccc(S(=O)(=O)N3CCOCC3)c2)no1,-30[20 µM],-7,-5,-8,0.5,8,1.9,-0.2,2

# Filtered by structure, the entries above containing two or more sulfur atoms.
SMILES,Furin inh,PPC-1+TRAIL kill,EBV gp42 block,thrombin 1536,TRPML3 ag,m-calpain inh,Cl transport mod,zfTRPN1 agonist,Tb hexokinase
O=C(Nc1nnc(C2CC2)s1)c1cccc(S(=O)(=O)N2CC(c3ccccc3)CC2=O)c1 (stereo not drawn),-15,2,-3,-6,1.0,-80,-2.8,0.9,0
O=C(CSc1nnc(NC(=O)C2CC2)s1)Nc1ccc(F)cc1,-11,1,-2,-1,0.1,-21,0.2,0.2,4
CCOC(=O)c1sc(-c2ccccc2)cc1NC(=O)CSc1nnnn1C,-11,-11,7,13,1.2,16,0.33,0.0,-7
COc1ccc(NS(=O)(=O)c2cccc(N/C(=N\S(=O)(=O)c3ccccc3)c3ccc(F)cc3)c2)cc1,-15,24,-12,-12,0.3,-31,-1.6,0.1,28
NC(=O)NC(=O)CC1S/C(=N/N=C2\CSC(=O)N2)NC1=O (stereo not drawn),-22,-4,-9,-3,1.0,-8,-0.083,2.2,-6
CC(C)OC(=O)c1cccc(NC(=O)CSc2nnc(N)s2)c1,-4,-19,-19,18,-0.4,26,-1,0.3,8

# From PubChem
